TWEAK Fn14 block – TWEAK-Fn14 signaling inhibition | TWEAK-stimulated Fn14 reporter cells, luciferase luminescence, 8 h | hit rate 2% among 360,000 | inhibition, % at 10 µM; in the data active means inhibition above about 50%
NR2E3 ag-1 – agonists of human nuclear receptor NR2E3 | Q9Y5X4 | GST-NR2E3/biotin-RetCOR TR-FRET, 1536-well | inhibition of corepressor binding, % at 4.78 µM | hit rate 0.12% among 320,000 | AID 2300;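 active means percent inhibition above the cutoff of mean plus 3 SD of all tested compounds, set per screening campaign, cut at about 20% in these data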;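 further: 0% = DMSO wells and 100% = biotin wells as full block of FRET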
Target sequence (Q9Y5X4 whole entry, looked up): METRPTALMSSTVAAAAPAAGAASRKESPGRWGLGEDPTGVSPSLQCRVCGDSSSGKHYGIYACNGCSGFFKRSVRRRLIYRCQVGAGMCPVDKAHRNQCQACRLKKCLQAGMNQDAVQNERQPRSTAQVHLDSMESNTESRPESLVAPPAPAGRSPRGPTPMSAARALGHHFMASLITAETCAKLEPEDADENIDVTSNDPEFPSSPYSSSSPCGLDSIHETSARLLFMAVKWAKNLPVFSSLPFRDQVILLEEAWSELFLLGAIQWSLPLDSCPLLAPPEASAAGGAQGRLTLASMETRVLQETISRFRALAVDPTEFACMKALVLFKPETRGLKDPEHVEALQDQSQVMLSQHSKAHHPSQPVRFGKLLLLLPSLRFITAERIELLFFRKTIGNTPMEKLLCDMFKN
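Assay system: NR2E3–RetCOR corepressor complex. Quantity: 1.35 nM GST-NR2E3. Buffer or medium: pH 7.5 Tris-based buffer. Reagent: biotinylated RetCOR corepressor at 7 nM final. Schedule: 5 h at 4 °C. Detection: TR-FRET, emission read at 617 and 671 nm. Replicates: one well per compound, singlicate testing.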
HIF-2a block – inhibitors of HIF-2a | 786-0 RCC cells HIF-2a reporter, luciferase luminescence, overnight | inhibition, % at 18.8 µM | hit rate 0.72% among 360,000;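 active means inhibition of the luminescence signal of 40% or more relative to plate controls, in a single-dose primary screen at 18.75 µM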
MITF TRPM1 inh – reduces MITF-dependent TRPM1 promoter luciferase signal. SK-MEL-5 TRPM1 promoter luciferase, 24 h. inhibition, % at 12.5 µM. hit rate 0.83% among 330,000;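 active means mean inhibition across replicates of 60% or more, whatever share of single replicates reaches that level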; further: values of inactives mirror those of a sister screen read the other way
Peg3 prom inh – Peg3 promoter activity inhibition; HeLa PEG-Prom luciferase reporter, luminescence, overnight; inhibition, % at 20 µM; hit rate 1.7% among 360,000;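 active means inhibition of at least 50% at 20 µM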
NR2E3 ag-2 – human photoreceptor-specific nuclear receptor agonism; hit rate 0.35% among 360,000; AID 602229; inhibition of corepressor binding, % at 3.98 µM; CHO-S Gal4-NCOR/VP16-NR2E3 two-hybrid, luciferase; Q9Y5X4;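 active means inhibition above the mean of all tested compounds plus 3 SD, cut at about 70% in these data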;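 further: 0% = DMSO with NR2E3 transfected cells and 100% = cells lacking NR2E3 construct; higher means lower luciferase signal from less NR2E3 corepressor binding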
KKLEB tox – counter-screen for CF NF-kB inhibitors: cytotoxicity; KKLEB CF airway cells viability, ATPlite luminescence, overnight; stronger effect = lower value; cells stimulated with P. aeruginosa culture filtrate; activity change (cytotoxicity), % at 5 µM; hit rate 0.36% among 360,000; AID 602141;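 active means corrected activity change at or below -50% at 5 µM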
TROY signal inh – inhibitors of TROY-dependent NF-kB signaling. Q293 LMP1-TROYcd NF-kB luciferase reporter, 4 h. inhibition, % at 10 µM. hit rate 0.98% among 360,000;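 active means compounds whose plate-normalised and pattern-corrected inhibition of the luciferase reporter signal at the single screening dose is 50% or more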
C8 TRAIL sens – caspase-8 TRAIL sensitization. NB7+C8 cells + TRAIL, ATPlite viability luminescence. hit rate 1% among 360,000. inhibition (viability loss, TRAIL sensitization), % at 10 µM;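 active means compounds causing at least 50% loss of cell viability in the single-dose screen, relative to plate controls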
Shn3 inh set2 – Schnurri-3 reporter inhibition in Clone20 osteoblasts; Clone20 osteoblast Shn3 3'UTR firefly luciferase, 24 h; inhibition, % at 12.5 µM; hit rate 0.52% among 360,000; AID 588674;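 active means mean inhibition of at least 75% with every replicate also reaching 75%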;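 further: 0% = median of neutral control wells and 100% = pilot-screen positive control compound; some compounds past the cut are filed as inactive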
CF NFkB inh – inhibitors of cystic fibrosis induced NF-kB; inhibition, % at 5 µM; hit rate 0.86% among 360,000; KKLEB NF-kB-GFP reporter, PAF-induced, GFP fluorescence overnight; AID 588850;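 active means at least 50% inhibition at 5 µM, scaled per plate between neutral and stimulator controls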;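 further: PAF is a Pseudomonas aeruginosa culture filtrate used as stimulus; plate controls were PAF-stimulated DMSO wells for no effect and unstimulated DMSO wells for full effect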
* marks the source's active call; other numbers are inactive results; · = not tested or not shown. This is a subset. The share of hits here may be higher or lower than overall.

SMILES	TWEAK Fn14 block	NR2E3 ag-1	HIF-2a block	MITF TRPM1 inh	Peg3 prom inh	NR2E3 ag-2	KKLEB tox	TROY signal inh	C8 TRAIL sens	Shn3 inh set2	CF NFkB inh
CCCn1ncc(CN2CCCC(C(=O)c3cccc(OC)c3)C2)c1C (configuration not stated)	5	1	18	-4	7	12	-2	10	-3	71	1
C[C@]12CC[C@@H]3c4ccc(O)c(O)c4CC[C@H]3[C@@H]1CC[C@@H]2O	55*	0	-21	5	5	-23	8	17	11	21	34
C[C@]12CCC3C(CC[C@H]4C[C@H](OC(=O)c5cccnc5)CC[C@]34C)C1CCC2=O (some centres not stated)	-8	·	8	9	1	-1	4	16	7	39	25
COc1cccc(CN2CCN(C(=O)COc3ccc4ccccc4c3)CC2)c1	0	0	-2	6	-2	6	-8	15	-2	8	7
COC(=O)C1=C(c2ccc(OC)c(OC)c2)C[C@@H]2CC[C@H]1N2C(=O)N1CCOCC1	3	5	0	2	-1	-44	12	0	10	-9	2
N#CCCn1cc(C(=O)NCc2ccccc2)c(-c2ccc3c(c2)OCCO3)n1	-10	0	15	-1	12	-9	-2	-15	-3	5	3
CC(=NCCN1CCCCC1)c1c(O)[nH]c(=O)[nH]c1=O	-6	-4	5	3	4	18	6	10	0	3	-7
C/C=C/CC1(CC)C(=O)NC(=S)NC1=O	15	1	20	-19	15	-18	8	2	31	-27	-9
Cc1cccc(CN(C)C)c1OC(=O)N(C)C	16	0	-1	7	8	-10	24	-4	-4	-3	8
c1ccc2c(CNC3CCCCCC3)c[nH]c2c1	23	12	-1	14	-11	-4	-2	10	8	17	0
O=C(/C=C/c1ccc(Br)cc1)NC(=S)N1C[C@H]2C[C@H](C1)c1cccc(=O)n1C2	-2	-1	-19	·	-6	0	-11	-3	-7	-10	-10
COC(=O)C1=C(c2c(C)noc2C)C[C@@H]2CC[C@H]1N2C(=O)NCc1ccc(F)cc1	-3	7	9	0	9	-23	-19	9	-8	-8	18
N#CC[N+]1(CCCNP2(=O)C=C(c3ccccc3)OC(c3ccccc3)=C2)CCOCC1	6	1	8	-4	-16	13	-1	-15	-7	-19	6
FC(F)(F)c1ccc(CNCCc2c[nH]c3ccccc23)cc1	7	-4	24	9	8	1	-2	15	-11	7	19
O=Cc1cn(Cc2ccc(F)cc2Cl)c2ccccc12	56*	1	9	3	16	-17	2	38	18	47	35
O=C(O)c1cc[c]([Hg][Cl])cc1	65*	0	4	1	-14	44	-8	-6	11	-4	-6
C=CCn1c(O)c(C(CC)=NC(C)c2ccccc2)c(=O)[nH]c1=O (configuration not stated)	36	0	-45	5	-12	-11	5	-16	5	15	-76
COc1c(C)cc(C(=O)C2CCCN(Cc3cnc(C)s3)C2)cc1C (configuration not stated)	-7	-2	11	7	1	-9	8	-1	3	24	4
Cc1cc(C=O)c(C)n1C(C)C	1	3	5	2	-6	-9	2	9	8	-55	3
c1ccc(C2NCc3ccccc3-n3cccc32)cc1 (configuration not stated)	-14	0	13	0	23	3	-8	14	-8	-10	7
Nc1c2c(nc3sc4c(c13)CCCC4)CCCC2	-67	3	-212	-41	-205	-46	2	-53	18	-30	-33
O=C(c1ccc2c3c(cccc13)CC2)C1CCCN(CC2CC2)C1 (configuration not stated)	-13	1	16	-21	16	17	-1	-2	12	-7	8
Cc1ccc(S(=O)(=O)N(C)N=O)cc1	-17	1	6	-3	8	14	0	-1	-3	-23	-18
CNS(=O)(=O)c1ccc(-c2ccc(C=C3C(=O)NC(=O)NC3=O)o2)cc1	5	1	-112	8	-3	7	26	-6	-11	6	-37
CC(=NCc1ccco1)c1c(O)n(-c2ccccc2C)c(=O)[nH]c1=O	-22	1	14	0	-4	4	-10	-12	-2	-12	4

Continuation.
SMILES	TWEAK Fn14 block	NR2E3 ag-1	HIF-2a block	MITF TRPM1 inh	Peg3 prom inh	NR2E3 ag-2	KKLEB tox	TROY signal inh	C8 TRAIL sens	Shn3 inh set2	CF NFkB inh
Cc1cc(N2C(=O)C3CCCN3C2c2ccc(Cl)c(Cl)c2)no1 (configuration not stated)	-3	-2	12	9	3	-12	1	-11	-9	12	10
CC(=O)Nc1ccccc1C(=O)OCC(=O)c1ccc2c(c1)OCCO2	8	1	-31	-3	1	-29	14	-12	-13	-9	3
O=[N+]([O-])/C=C1/NCCN1Cc1ccc(Cl)nc1	3	-2	18	9	4	-22	6	10	-1	8	-9
CC/C(=N\NC(=S)Nc1ccccc1)c1c(O)[nH]c(=O)[nH]c1=O	6	2	-40	-10	-6	-50	9	-21	4	-12	-10
CCCCC(=O)N/N=C/c1c(O)n(CC)c(=S)n(CC)c1=O	17	1	29	46	22	1	-4	30	39	20	41
COc1ccccc1CCNC1CCC(C(C)(C)C)CC1 (configuration not stated)	13	3	11	1	1	-41	-1	-7	16	24	12
CCOP(=S)(OCC)SCOC(=O)NCC(=O)OC	-6	1	13	7	11	11	-4	-13	-8	4	-6
COc1cc2c(c(OC)c1OC)-c1ccc(O)cc1C(NC(C)=O)CC2 (configuration not stated)	-41	·	13	61*	-38	47	-18	6	10	25	67*
O=C(COc1ccc(Cl)cc1)NC1CN2CCC1CC2 (configuration not stated)	-9	1	8	1	10	-11	1	2	14	-3	8
Nc1c(C(=O)OCc2ccccc2)c2nc3ccccc3nc2n1Cc1cccs1	30	5	3	-14	32	-15	0	30	8	5	-18
O=C(NN=Cc1ccc(N(CCCl)CCCl)cc1)c1cccc([N+](=O)[O-])c1	-18	·	2	-2	32	-31	-29	-4	-4	14	12
CCCCSP1(=S)NCCCN1	-3	-2	19	13	2	-23	3	12	-25	1	-2
O=C1NC(=O)C(=Cc2ccsc2)C(=O)N1	3	2	9	-5	-9	-13	2	-1	-10	-29	-1
CCCCCSc1cc(O)c(C(CNC)C(C)C)cc1OC (configuration not stated)	0	0	-12	0	-15	-14	3	4	-4	16	9
CC(C(=O)c1ccc(Cl)cc1Cl)n1cncn1 (configuration not stated)	13	0	11	-12	8	-1	1	8	-1	5	-8
CCCCCn1c(=O)c(C(=O)NCc2ccccc2Cl)c(O)c2ccccc21	11	4	17	7	10	7	2	-4	3	-6	-4
CCCC(=O)c1ccc(CP(=O)(OCC)OCC)o1	-5	2	11	14	-4	7	-17	12	11	27	24
CNP1(NC)=NC(C(F)(F)F)=NC(C(F)(F)F)=N1	-19	1	5	1	2	14	1	14	-6	-32	-5
C/C(=C/C=C/[C@@H](C)C(=O)O)[C@H]1CN[C@H](C(=O)O)[C@H]1CC(=O)O	0	1	9	-3	-2	-26	-3	-15	-6	-9	16
CCN1C[C@@]2(COC)C3[C@@H](OC)[C@H]4[C@@H]1[C@@]3(C1C[C@H]3[C@H](O)C1[C@]4(O)C[C@H]3OC)[C@@H](OC)C[C@H]2O (some centres not stated)	0	2	18	·	-1	-8	2	-17	-5	-1	1
C=CCc1ccc(OC)cc1	-1	-3	3	-3	-11	5	-11	-5	-1	-9	-10
C=C(C)[C@@]12OC3(c4ccccc4)O[C@@H]1C1[C@@H]4O[C@]4(CO)[C@@H](O)[C@]4(O)C(=O)C(C)=C[C@H]4[C@@]1(O3)[C@H](C)[C@H]2OC(=O)/C=C/C=C/c1ccccc1 (some centres not stated)	-76	-5	-7	9	100*	-10	-53*	-239	20	-12	54*
COc1ccc(NC2=NCC(C)S2)cc1 (configuration not stated)	-5	1	-27	-8	-24	4	6	-7	-4	-19	1
Cn1c2ccccc2c2c(C(=O)N3CCC4(CC3)OCCO4)cn(C3CCCC3)c(=O)c21	29	5	7	-8	27	-14	-10	2	-20	8	-9
CC(=O)OC1CCC2(C)C(=CC(=O)C3C2CCC2(C)C(OC(C)=O)CCC32)C1 (configuration not stated)	20	·	4	-9	1	15	5	-8	-14	4	-22

(cont.)
SMILES	TWEAK Fn14 block	NR2E3 ag-1	HIF-2a block	MITF TRPM1 inh	Peg3 prom inh	NR2E3 ag-2	KKLEB tox	TROY signal inh	C8 TRAIL sens	Shn3 inh set2	CF NFkB inh
O=S(=O)(c1ccc(O)cc1)c1ccc(O)cc1	-1	1	14	-6	34	-20	-4	16	-11	-38	-5
CCC(C)C1NC(=O)C(C(C)=O)=C1O (configuration not stated)	0	-4	4	-3	7	11	-5	2	-11	1	3
O=c1cccc2n1CC1CNC[C@H]2C1	-3	0	1	-5	8	-8	13	-12	-10	-9	-6
CN(C)CCCNCC(=O)Nc1ccc(Cl)cc1C(=O)c1ccccc1	-7	-3	7	0	6	15	-11	-22	-13	-14	12
CC(C)c1cc(Br)c(NC(=O)Nc2cccnc2)c(Br)c1	3	3	21	10	14	-14	6	-17	5	-2	7
CC1COC2N=C(N[N+](=O)[O-])NC2O1 (configuration not stated)	-30	-2	20	1	1	-20	-5	-1	-3	20	-7
COC(=O)C1=C(c2ccccc2)C[C@@H]2CC[C@H]1N2C(=O)NC1CCCCC1	-5	-3	3	3	-2	-11	10	-17	-9	-1	-24
C=CCC1C(=O)NC(=S)NC1=O	-1	3	16	-10	5	7	2	-4	3	-13	2
Nc1ccc(C2(c3ccc(N)cc3)c3ccccc3-c3ccccc32)cc1	83*	-3	27	4	27	5	-57*	28	-5	-17	75*
CN(C)CC1CSCCC1(O)c1cccc(Cl)c1 (configuration not stated)	11	0	11	8	-7	-53	5	-8	7	-8	-12
C#CCCC[C@@H]1OC(=O)CNC(=O)C([C@@H](C)CC)NC(=O)[C@@H]2CCCN2C(=O)C([C@@H](C)CC)OC(=O)[C@H](Cc2ccccc2)N(C)C(=O)[C@H](C(C)C)NC(=O)C1(C)C (some centres not stated)	4	·	-29	·	5	3	-7	9	-2	16	-19
O=C(NN=Cc1ccc(N(CCCl)CCCl)cc1)c1cccnc1	4	·	-32	-2	-22	5	-10	-23	-11	-33	12
O=C(Cc1cccc(C(F)(F)F)c1)N1CCN(CC(=O)N2CCCC2)CC1	17	4	-4	-1	-2	15	-8	7	6	6	25
COC(=O)C1=C(c2ccc3ccccc3c2)C[C@@H]2CC[C@H]1N2C(=O)N1CCC(O)CC1	1	4	10	14	9	-10	-8	2	0	-3	-2
CC1(O)CCN2C(=O)CCc3cccc1c32 (configuration not stated)	23	2	11	-1	3	-10	-6	-9	-1	0	33

A second format for part of the listing above.
Fields: TWEAK Fn14 block	NR2E3 ag-1	HIF-2a block	MITF TRPM1 inh	Peg3 prom inh	NR2E3 ag-2	KKLEB tox	TROY signal inh	C8 TRAIL sens	Shn3 inh set2	CF NFkB inh
> CN(C)CC1CSCCC1(O)c1cccc(Cl)c1 (configuration not stated)
    11	0	11	8	-7	-53	5	-8	7	-8	-12
> C#CCCC[C@@H]1OC(=O)CNC(=O)C([C@@H](C)CC)NC(=O)[C@@H]2CCCN2C(=O)C([C@@H](C)CC)OC(=O)[C@H](Cc2ccccc2)N(C)C(=O)[C@H](C(C)C)NC(=O)C1(C)C (some centres not stated)
    4	·	-29	·	5	3	-7	9	-2	16	-19
> O=C(NN=Cc1ccc(N(CCCl)CCCl)cc1)c1cccnc1
    4	·	-32	-2	-22	5	-10	-23	-11	-33	12
> O=C(Cc1cccc(C(F)(F)F)c1)N1CCN(CC(=O)N2CCCC2)CC1
    17	4	-4	-1	-2	15	-8	7	6	6	25
> COC(=O)C1=C(c2ccc3ccccc3c2)C[C@@H]2CC[C@H]1N2C(=O)N1CCC(O)CC1
    1	4	10	14	9	-10	-8	2	0	-3	-2
